KCNQ1 act: potentiators or activators of human KCNQ1 potassium channel; B-score at 10 µM; AID 2648; P51787; CHO-K1 KCNQ1, thallium flux FluxOR fluorescence; hits give high values; 310,000 tested, 0.35% active;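 active means fluorescence ratio B-score, a plate-corrected score, at least three library SD, with initial intensity B-score within 5 SD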
Target sequence (P51787 whole entry, looked up): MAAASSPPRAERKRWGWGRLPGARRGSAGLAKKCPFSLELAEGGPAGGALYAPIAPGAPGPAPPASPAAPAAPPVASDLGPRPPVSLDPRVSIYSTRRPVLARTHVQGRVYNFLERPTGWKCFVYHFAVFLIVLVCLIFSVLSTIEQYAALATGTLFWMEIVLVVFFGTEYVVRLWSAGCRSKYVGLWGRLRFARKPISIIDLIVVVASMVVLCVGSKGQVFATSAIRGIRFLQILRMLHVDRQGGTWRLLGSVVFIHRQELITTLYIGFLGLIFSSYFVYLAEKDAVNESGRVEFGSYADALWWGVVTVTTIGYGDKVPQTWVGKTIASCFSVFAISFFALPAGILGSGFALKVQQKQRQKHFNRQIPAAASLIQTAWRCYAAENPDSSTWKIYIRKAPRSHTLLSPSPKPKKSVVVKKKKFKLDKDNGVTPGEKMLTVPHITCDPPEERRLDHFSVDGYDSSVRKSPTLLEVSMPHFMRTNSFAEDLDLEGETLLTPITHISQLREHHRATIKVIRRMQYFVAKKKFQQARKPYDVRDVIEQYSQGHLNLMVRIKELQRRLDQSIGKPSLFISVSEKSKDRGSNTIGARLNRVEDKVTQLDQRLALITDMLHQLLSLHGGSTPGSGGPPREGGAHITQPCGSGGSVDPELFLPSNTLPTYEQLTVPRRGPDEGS
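Medium – assay buffer, equal DMSO in all wells · Material – CHO-K1 cell line with stable KCNQ1 potassium channel expression · Signal – kinetic FluxOR thallium fluorescence, 10-s 1-Hz baseline, 110-s post-stimulus read · Compound – single concentration per compound, DMSO matched to controls · Schedule – 37 °C overnight plating, 90-min dark dye load, 20-min compound pretreatment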
KCNK9 inh: human KCNK9 channel inhibition | HEK293 KCNK9, FluxOR thallium flux fluorescence; hits give low values | B-score at 10 µM | 310,000 tested, 1.2% active;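 active means ratio B-score over 3 SD below the library mean, with starting fluorescence within 5 SD of its mean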;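 further: negative B-score means less thallium flux so channel inhibition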
Target sequence (Q9NPC2 whole entry, looked up): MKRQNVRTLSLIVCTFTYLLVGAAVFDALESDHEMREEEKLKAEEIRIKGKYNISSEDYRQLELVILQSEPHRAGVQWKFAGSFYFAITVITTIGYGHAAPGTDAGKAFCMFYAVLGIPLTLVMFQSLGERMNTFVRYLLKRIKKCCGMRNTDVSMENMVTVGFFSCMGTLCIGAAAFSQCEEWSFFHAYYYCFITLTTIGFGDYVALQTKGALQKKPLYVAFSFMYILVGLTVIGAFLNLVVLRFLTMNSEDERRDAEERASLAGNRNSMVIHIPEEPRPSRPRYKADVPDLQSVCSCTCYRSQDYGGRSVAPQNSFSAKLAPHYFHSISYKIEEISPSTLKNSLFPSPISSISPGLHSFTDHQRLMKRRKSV
HDAC3 inhib: inhibitors of human histone deacetylase 3. recombinant HDAC3, fluorogenic peptide/trypsin coupled, fluorescence. inhibition, % at 8.3 µM. 320,000 tested, 0.15% active; in the data active means inhibition above about 26%, passing the limit was not always enough
TMEM16A inh: blocks the mouse calcium-activated chloride channel TMEM16A | Q8BHY3 | HEK293 TMEM16A/YFP iodide influx fluorescence, ionomycin | normalized B-score (activity score, 25-100; higher = stronger inhibition) at 10 µM | 310,000 tested, 1.2% active | AID 588511;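 active means ratio plate-corrected score three or more library SD toward inhibition, starting fluorescence score within five deviations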;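 further: score derived from kinetic fluorescence span divided by baseline fluorescence per well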
hERG protect: hERG (human) protection from proarrhythmic block; activation (rescue from dofetilide block), less the hit threshold, % at 10 µM; Q12809; CHO-hERG, FluxOR thallium flux, dofetilide IC70 present; AID 1511; 310,000 tested, 0.51% active;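 active means activation above the mean of controls blocked by dofetilide plus 5 SD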;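 further: thallium influx through hERG after potassium depolarization seen as dye fluorescence rise; in these data hits start at about 4.7%; inactives centre near -7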
RGS4 act: potentiators or activators of RGS4; HEK293 M3R/inducible RGS4, carbachol calcium flux Fluo4; hits give low values; B-score at 10 µM; 310,000 tested, 0.92% active; AID 463111;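 active means B-score of the integrated calcium signal more than 4 SD below the library mean, with starting fluorescence not abnormally high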;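 further: negative B-score means reduced calcium response which marks RGS4 activation or potentiation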
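System – HEK293 FlpIn-TREx cells, stable M3R, doxycycline-inducible RGS4 · Reagent – ECmax carbachol challenge · Times – compound preincubation 20 min at room temperature before agonist · Technique – Fluo4 fluorescence kinetic imaging of calcium · Measure – B score of integrated Fluo4 ratio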
SKKanGAS inh: inhibitors of SKKanGAS S. pyogenes growth in kanamycin (SK-promoter or general growth effect); 300,000 tested, 1.3% active; BacTiter-Glo, 6 h; AID 1662; inhibition, % at 7.5 µM;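 active means mean replicate score, as percent of positive control median, at least 50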;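 further: strain carries kanamycin resistance gene driven by streptokinase promoter and grows in 40 µg/ml kanamycin; loss of luminescence reflects streptokinase promoter inhibition or plain growth inhibition; 0% = median of DMSO wells and 100% = positive control at its reference dose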
RGS4 inh: inhibitors of human RGS4; P49798; HEK293 M3R/RGS4 inducible, Fluo-4 calcium flux; hits give high values; triggered by carbachol at its EC20; B-score at 10 µM; 310,000 tested, 0.45% active;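 active means B-score, a plate-corrected calcium signal, over three deviations above library mean, with baseline fluorescence within five deviations of library mean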;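 further: RGS4 expression induced by doxycycline in cells with stable M3 receptor; B-score is computed from the integrated fluorescence ratio over baseline after carbachol; higher B-score means a larger calcium signal and so more RGS4 inhibition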
ANO1 activ: mouse TMEM16A channel activation, primary screen | Q8BHY3 | HEK293 TMEM16A/YFP-H148Q/I152L, iodide quench fluorescence; hits give low values | AID 623877 | B-score at 10 µM | 340,000 tested, 0.3% active;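 active means fluorescence-ratio B-score plate-corrected deviation score at least 3 library SD below zero, with starting fluorescence score within 5 deviations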;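 further: channel opened by trigger with iodide after compound preincubation; score built on the fluorescence ratio of max minus min over baseline; more negative score means more quench and so TMEM16A activation or potentiation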
KCNK3 block: human KCNK3 channel inhibition, primary screen; O14649; CHO-KCNK3 thallium flux, FluxOR fluorescence; hits give low values; B-score at 10 µM; 340,000 tested, 0.84% active; AID 602410;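 active means B-score under library mean minus 4 SD, starting fluorescence ratio at most library mean plus 5 SD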;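 further: more negative B-score means stronger inhibition of thallium flux through KCNK3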
KCNQ1 block: inhibitors of human KCNQ1 potassium channel. P51787. CHO-K1 KCNQ1, FluxOR thallium flux fluorescence; hits give high values. B-score at 10 µM. 310,000 tested, 1.3% active;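 active means compounds whose thallium flux B-score, printed positive for inhibition, exceeds three library SD while starting fluorescence stays within three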;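 further: channel opened by potassium depolarization with thallium stimulus after 20 min compound exposure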
* marks the source's active call; other numbers are inactive results; i = inactive; · = not tested or not shown. Random draw from the library. Share with any hit: about 6.3%.

SMILES	KCNQ1 act	KCNK9 inh	HDAC3 inhib	TMEM16A inh	hERG protect	RGS4 act	SKKanGAS inh	RGS4 inh	ANO1 activ	KCNK3 block	KCNQ1 block
COc1ccc(CCC(=O)NCCOc2ccc(Cl)cc2)cc1	i	i	5	i	-7	i	-15	i	i	i	i
COCCNC(=O)c1cc(-c2cccs2)on1	i	i	-1	i	-7	i	1	i	i	i	i
Cc1cc(C=C2C(=O)c3ccccc3C2=O)c(C)n1-c1ccccc1	i	i	2	i	-12	i	8	i	i	i	i
CCOC(=O)N1CCN(C(=O)c2cc(-c3ccc(OCC)cc3)nc3ccccc23)CC1	i	i	-10	i	-19	i	8	i	i	i	i
COc1ccc(Cl)cc1NC(=S)NCc1cccnc1	i	i	0	i	-1	i	14	i	i	i	i
On1nnc2c3ccccc3c3ccccc3c21	i	i	1	i	-7	i	-2	i	i	i	i
C/C(=N\Nc1c([N+](=O)[O-])c(C)nn1C)c1ccc(F)cc1F	i	i	-1	i	-9	i	-3	i	i	i	i
COc1ccccc1NS(=O)(=O)c1cc(NC(=O)c2[nH]c(C)c(C(C)=O)c2C)ccc1N1CCOCC1	i	i	6	i	-11	i	15	i	i	i	i
COc1ccc(C(=O)NC(=S)N(C)Cc2ccccc2)cc1Br	i	i	-10	i	-6	i	-25	i	i	i	i
CCCCNC(=O)c1c(CSc2ccccc2)noc1C(=O)NCc1ccccc1	i	i	2	i	-7	i	36	i	i	i	i
CNC(=O)/C(C#N)=C/c1c(N2CC(C)OC(C)C2)nc2ccccn2c1=O (stereo not drawn)	i	i	-136	i	-7	i	-2	i	i	i	i
CCCCN1C(=O)NC2NC(=O)NC21 (stereo not drawn)	i	i	3	i	-2	i	-8	i	i	i	i
Cc1ccc(-n2cnc3scc(-c4cccs4)c3c2=O)cc1	i	i	-1	i	-7	i	3	i	i	i	i
CN(C)c1ncc([N+](=O)[O-])cc1C(F)(F)F	i	i	-3	i	0	i	9	i	i	i	i
COc1cc(/C=C(/C#N)C(=O)NCc2ccccc2)cc(OC)c1OC	i	i	4	i	-8	i	-7	i	i	i	i
O=C(CNS(=O)(=O)c1ccccc1)NCc1ccccn1	i	i	-2	i	-7	i	1	i	i	i	i
O=C(N/N=C/c1ccc2c(c1)OCO2)C1CC1	i	i	1	i	-2	i	-8	i	i	i	i
CC1(C)CC(O)(CNCc2ccc3c(c2)OCO3)CCO1 (stereo not drawn)	i	i	1	i	-12	i	-3	i	i	i	i
CCc1nc2nc(C)c(NS(=O)(=O)c3ccc(Cl)s3)c(=O)n2[nH]1	i	i	0	i	-4	i	0	i	i	i	i
O=C(CC1Sc2ccccc2NC1=O)Nc1cccc(-c2nnc3n2CCCCC3)c1 (stereo not drawn)	i	i	0	i	-19	i	1	i	i	i	i
C=CCN1C(=O)C2C(C(=O)NC)C3C=CC2(O3)C1C(=O)NCc1ccc(OC)cc1 (stereo not drawn)	i	i	2	i	-13	i	2	i	i	i	i
CCOC1=NC(C(=O)O)c2ccccc2/C(=C(/C)Cl)N1 (stereo not drawn)	i	i	8	i	-4	i	-2	i	i	i	i
COC(=O)/C(=C\Nc1ccc(Oc2ccc(F)cc2F)nc1)NC(=O)c1ccccc1	i	i	0	i	-3	i	2	i	i	i	i
Cc1ccc(C(=O)Nc2cccnc2)cc1NC(=O)c1ccco1	i	i	-10	i	-8	i	4	i	i	i	i
Cc1ccc(CNC(=O)COc2ccc(S(=O)(=O)NC(C)C)cc2)cc1	i	i	0	i	-6	i	1	i	i	i	i
Cc1cccc(C)c1Nc1nnc(SCC(=O)c2ccc3c(c2)NC(=O)CO3)s1	i	i	-3	i	-8	i	11	i	i	i	i
COc1ccc2nc(NC(=O)NC3CCCCC3)sc2c1	i	i	0	i	-9	i	-6	i	i	i	i
O=c1c2cnn(-c3ccccc3Cl)c2ncn1Cc1cccnc1	i	i	-4	i	-6	i	-4	i	i	i	i
Cc1cccc(N2CCN(C(=O)CCS(=O)(=O)c3ccc4c(c3)NC(=O)C(C)S4)CC2)c1C (stereo not drawn)	i	i	5	i	-2	i	-3	i	i	i	i
CS(=O)(=O)c1sc(C(=O)NC(=O)Nc2cccc(C(F)(F)F)c2)c2c1C=CCC2	i	i	-1	i	0	i	5	i	i	i	i
O=C(/C=C/c1ccc2c(c1)OCO2)N1CCN(c2ccc(Cl)cc2)CC1	i	i	3	i	-8	i	-21	i	i	i	i
O=C(N/N=C\c1ccc([N+](=O)[O-])o1)C1COc2ccccc2O1 (stereo not drawn)	i	i	-1	i	-11	i	-6	i	i	i	i
Cc1ccc(CS(=O)(=O)Cc2ccc(C(=O)NCc3cccnc3)o2)cc1	i	i	-3	i	-2	i	-1	i	i	i	i
CC(=O)c1ccc(N2CCN(C(=S)NCCCN(C)C)CC2)cc1	i	i	13	i	0	i	4	i	i	i	i
COc1cccc(NC(=O)COc2cccc3c2CCNC3=O)c1	i	i	-5	i	-11	i	-7	i	i	i	i
COc1ccc(CCNc2nnc(Sc3nnnn3-c3ccccc3)s2)cc1OC	i	i	-1	i	-22	i	-2	i	i	i	i
COc1ccc(-c2cc(C(=O)Nc3ccc(F)cc3F)no2)cc1	i	i	-1	i	-7	i	5	i	i	i	i
O=C(Nc1cccc(-n2cnnn2)c1)c1ccco1	i	i	-10	i	1	i	-6	i	i	i	i
O=C(CN1C(=O)c2ccccc2S1(=O)=O)NCCC1=CCCCC1	i	i	3	i	-7	i	0	i	i	i	i
CCc1ccccc1S(=O)(=O)Cc1ccc(C(=O)N2CCN(c3ccccn3)CC2)o1	i	i	3	i	-5	i	-1	i	i	i	i

2 of the compounds above, comma-delimited.
Structure,KCNQ1 act,KCNK9 inh,HDAC3 inhib,TMEM16A inh,hERG protect,RGS4 act,SKKanGAS inh,RGS4 inh,ANO1 activ,KCNK3 block,KCNQ1 block
O=c1c2cnn(-c3ccccc3Cl)c2ncn1Cc1cccnc1,i,i,-4,i,-6,i,-4,i,i,i,i
CCc1nc2nc(C)c(NS(=O)(=O)c3ccc(Cl)s3)c(=O)n2[nH]1,i,i,0,i,-4,i,0,i,i,i,i

Additional records follow.
SMILES	KCNQ1 act	KCNK9 inh	HDAC3 inhib	TMEM16A inh	hERG protect	RGS4 act	SKKanGAS inh	RGS4 inh	ANO1 activ	KCNK3 block	KCNQ1 block
O=C(/C=C/c1ccccc1Cl)NNC(=O)c1cccs1	i	i	-1	i	-10	i	4	i	i	i	i
CCOC(=O)CN(C)S(=O)(=O)c1ccc(-c2cc(C(=O)OC)sc2C(F)(F)F)cc1	i	i	5	i	-14	i	6	i	i	i	i
COC(=O)NNC(=O)COc1ccc(Cl)cc1	i	i	1	i	-12	i	0	i	i	i	i
CCOc1ccc(C2C(C#N)=C(N)N(N(C)C)C3=C2C(=O)CCC3)cc1 (stereo not drawn)	i	i	6	i	-3	i	-1	i	i	i	i
CCc1ccc2c(CN3CCN(S(=O)(=O)c4ccc5c(c4)OCCO5)CC3)cc(=O)oc2c1	i	i	2	i	-9	i	-3	i	i	i	i
O=c1cnc2cc([N+](=O)[O-])ccc2[nH]1	i	i	-2	i	-7	i	-15	i	i	i	i
Cc1ccc(N2CCN(C(=O)c3cccc([N+](=O)[O-])c3)CC2)cc1Cl	i	i	-5	i	-7	i	2	i	i	i	i
CC1=NNC(=O)C1Cc1ccc(F)cc1 (stereo not drawn)	i	i	-7	i	-4	i	4	i	i	i	i
Cc1ccc(NC2CC(=O)N(c3ccc(N4CCCCC4)cc3)C2=O)cc1 (stereo not drawn)	i	i	-6	i	-1	i	1	i	i	i	i
CSc1ncc(Cl)c(C(=O)Nc2nnc(SC/C=C/c3ccccc3)s2)n1	i	i	-6	i	-5	i	35	i	i	i	i
CC(=O)N/N=C/c1cc2c(cc1[N+](=O)[O-])OCO2	i	i	11	i	-5	i	-1	i	i	i	i
CC[N+]1=C(C)C(C)(C)c2cc(C)ccc21	i	i	·	i	-7	i	-2	i	i	i	i
O=C(Nc1ccccc1)N1CCOCC1	i	i	1	i	-12	i	-1	i	i	i	i
Cc1cc(O)ccc1-c1cnc2ccccc2n1	i	i	0	i	-18	i	2	i	i	i	i
CCOc1ccc2nc(SCC(=O)N3CCCCCC3)c(C#N)cc2c1	i	i	1	i	-5	i	1	i	·	i	i
O=C(NC1C2CC3CC(C2)CC1C3)C1CCCCC1 (stereo not drawn)	i	i	-1	i	-7	i	15	i	i	i	i
Nc1nc(-c2ccc(Cl)cc2)nnc1-c1ccc(Br)cc1	i	i	-2	i	-10	i	20	i	i	i	i
N#C/C(=C\c1ccc(Cl)cc1)C(=O)Nc1cccnc1	i	i	-3	i	-12	i	4	i	i	i	i
CC(=O)Nc1ccc(NC(=O)C2CCN(c3c(Cc4ccccc4)c(C)nc4ncnn34)CC2)cc1	i	i	-3	i	-11	i	-2	i	i	i	i
CC(C)CN1CCN=C1Nc1ccccc1	i	i	-4	i	-7	i	-3	i	i	i	i
Cc1ccc(C)c(NC(=O)CN(C)C(=O)c2cc([N+](=O)[O-])ccc2N2CCOCC2)c1	i	i	·	i	-13	i	-16	i	i	i	i
COc1ccc(Cl)cc1N(CC(=O)N1CCCC1)S(C)(=O)=O	i	i	-2	i	-4	i	0	i	i	i	i
CC1CCCN(S(=O)(=O)c2ccc(C(=O)Nc3nnc(C4=COCCO4)o3)cc2)C1 (stereo not drawn)	i	i	-3	i	-7	i	66*	i	i	i	i
Cc1cc(=O)[nH]c(SCc2cccc(F)c2)n1	i	i	-3	i	-1	i	4	i	i	i	i
CCCC(C(=O)NC1CCCC1)N(Cc1cccs1)C(=O)c1snc(C(N)=O)c1N (stereo not drawn)	i	i	-7	i	-22	i	-4	i	i	i	i
COc1ccc(Cn2c(=O)sc3ccccc32)cc1	i	i	12	i	-8	i	13	i	i	i	i
COc1ccc(-c2cc(C)no2)cc1S(=O)(=O)N1CCN(C(=O)c2ccco2)CC1	i	i	4	i	-13	i	1	i	i	i	i
COc1ccccc1C(=O)n1nc(-c2ccccc2)nc1NCc1ccco1	i	-7.7*	15	i	-14	i	4	i	i	i	i
COc1ccc(-c2nc(SCc3ccc(C#N)cc3)[nH]c(=O)c2C#N)cc1	i	i	1	i	-8	i	26	i	i	i	i
O=C(N/N=C\c1cc(Cl)ccc1O)c1ccc(S(=O)(=O)N2CCCCC2)cc1	i	i	2	i	-12	i	121*	i	i	i	i

Assay outcomes: PubChem, several laboratories
